Screening results as filed in PubChem BioAssay.
m5-HT2A agonist = activates the mouse 5-HT2A serotonin receptor; activation, % at 7.6 µM; P35363; 360,000 tested, 0.66% active; CHO-K1 mHTR2A beta-arrestin complementation, luminescence; percent of 30 µM serotonin response;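 active = activation above a run cutoff, the mean activation of all tested compounds plus 3 SD, cut at about 14% in these data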;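 note: 0% = plate median of compound wells and 100% = 30 µM serotonin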
Target sequence (P35363 whole entry, looked up): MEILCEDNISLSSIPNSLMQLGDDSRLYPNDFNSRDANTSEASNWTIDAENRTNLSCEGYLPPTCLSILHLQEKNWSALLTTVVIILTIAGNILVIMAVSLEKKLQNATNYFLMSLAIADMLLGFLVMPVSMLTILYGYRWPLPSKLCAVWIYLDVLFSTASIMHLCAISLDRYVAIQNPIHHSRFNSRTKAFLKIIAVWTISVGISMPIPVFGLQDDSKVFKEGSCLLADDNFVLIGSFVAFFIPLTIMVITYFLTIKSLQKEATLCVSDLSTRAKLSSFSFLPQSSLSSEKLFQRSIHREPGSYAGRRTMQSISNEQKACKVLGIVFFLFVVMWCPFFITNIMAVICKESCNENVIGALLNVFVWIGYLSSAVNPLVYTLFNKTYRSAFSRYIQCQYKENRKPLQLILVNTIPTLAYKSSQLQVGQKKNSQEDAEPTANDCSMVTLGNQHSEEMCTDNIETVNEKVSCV
HIF-2a block = blocks HIF-2a reporter activity; inhibition, % at 18.8 µM; AID 624352; 786-0 RCC cells HIF-2a reporter, luciferase luminescence, overnight; 360,000 tested, 0.72% active;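 active = inhibition of the luminescence signal of 40% or more relative to plate controls, in a single-dose primary screen at 18.75 µM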
NR2E3 ag-1 = human photoreceptor-specific nuclear receptor agonism. CHO-S Gal4-NCOR/VP16-NR2E3 two-hybrid, luciferase. 360,000 tested, 0.35% active. Q9Y5X4. AID 602229. inhibition of corepressor binding, % at 3.98 µM;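 active = inhibition above the mean of all tested compounds plus 3 SD, cut at about 70% in these data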;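 note: 0% = DMSO with NR2E3 transfected cells and 100% = cells lacking NR2E3 construct; higher means lower luciferase signal from less NR2E3 corepressor binding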
Target sequence (Q9Y5X4 whole entry, looked up, the tested form may be a part): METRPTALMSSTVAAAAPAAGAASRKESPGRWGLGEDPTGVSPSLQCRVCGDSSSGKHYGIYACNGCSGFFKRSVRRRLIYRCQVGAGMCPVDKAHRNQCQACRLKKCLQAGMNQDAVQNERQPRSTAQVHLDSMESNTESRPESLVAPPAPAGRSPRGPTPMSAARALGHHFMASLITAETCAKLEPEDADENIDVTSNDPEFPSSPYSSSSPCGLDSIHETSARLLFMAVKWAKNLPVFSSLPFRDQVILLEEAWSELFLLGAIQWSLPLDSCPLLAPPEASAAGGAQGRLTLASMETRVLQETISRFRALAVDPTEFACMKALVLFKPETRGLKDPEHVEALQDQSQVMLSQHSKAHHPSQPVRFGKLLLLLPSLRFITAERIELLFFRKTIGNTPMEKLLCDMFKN
PDI turbidity = PDI (human) enzyme inhibition | PDI insulin aggregation turbidity, A650, 90 min | AID 588391 | inhibition, % at 10 µM | P07237 | 350,000 tested, 0.052% active;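 active = mean inhibition across replicates of 30% or more, whatever share of single replicates reach that level; inconclusive = mean inhibition below 30% while every single replicate reaches 30%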;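 note: absorbance from insulin aggregation driven by PDI reduction with DTT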
CaV13 FRET inh = Disruptors of the CACNA1D IQ motif to Ca2+-dependent inactivation inhibitor domain association, primary screening, Förster resonance energy transfer in intact living … | HEK cells, CFP/YFP FRET ICDI-IQ, plate reader, 10 min; percent FRET-ratio fall versus neutral wells | inhibition, % at 12.3 µM | 340,000 tested, 0.098% active | AID 743397;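 active = mean replicate inhibition of at least 30% and at least 1% of replicates passing that level; inconclusive = only one of the two criteria is met; inactive = neither criterion is met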;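 note: 0% = median of the neutral control wells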
hiPSC survival = increases survival of single human iPS cells; hiPSC single-cell survival, ATPlite luminescence; 100% = ROCK inhibitor wells, 0% = DMSO; survival enhancement, % at 20 µM; 360,000 tested, 0.044% active; AID 602274; in the data active = survival enhancement above about 18%;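 note: cells exposed to compounds for 16 hours before the ATP read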
Shn3 3UTR inh = reduces Shn3 3'UTR luciferase signal in osteoblasts; 360,000 tested, 0.52% active; Clone20 osteoblast Shn3 3'UTR firefly luciferase, 24 h; AID 588674; inhibition, % at 12.5 µM;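 active = mean inhibition of at least 75% with every replicate also reaching 75%; inconclusive = mean inhibition at least 75% but some replicate below; inactive = mean inhibition below 75%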;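 note: 0% = median of neutral control wells and 100% = pilot-screen positive control compound; some compounds past the cut are filed as inactive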
MITF TRPM1 inh = MITF TRPM1 promoter inhibition in SK-MEL-5 cells | SK-MEL-5 TRPM1 promoter luciferase, 24 h | inhibition, % at 12.5 µM | 330,000 tested, 0.83% active | AID 488899;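 active = mean inhibition across replicates of 60% or more, whatever share of single replicates reaches that level; inconclusive = some that reach 60%, reason not given; inactive = mean inhibition across replicates below 60%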; note: values of inactives mirror those of a sister screen read the other way
Peg3 promoter = reduces Peg3 promoter-driven luciferase expression in HeLa. HeLa PEG-Prom luciferase reporter, luminescence, overnight. inhibition, % at 20 µM. 360,000 tested, 1.7% active. AID 588405;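 active = inhibition of at least 50% at 20 µM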
NR2E3 ag-2 = agonists of human nuclear receptor NR2E3 | GST-NR2E3/biotin-RetCOR TR-FRET, 1536-well | inhibition of corepressor binding, % at 4.78 µM | 320,000 tested, 0.12% active | AID 2300;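 active = percent inhibition above the cutoff of mean plus 3 SD of all tested compounds, set per screening campaign, cut at about 20% in these data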;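 note: 0% = DMSO wells and 100% = biotin wells as full block of FRET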
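Material: NR2E3–RetCOR corepressor complex / Amount: 1.35 nM GST-NR2E3 / Medium: Tris pH 7.5 / Compound: single nominal compound dose of 4.8 µM / Incubation: 5 h at 4 °C / Technique: TR-FRET, Eu(K)-anti-GST donor, streptavidin-D2 acceptor, ex 340, em 617/671 nm / Read-out basis: percent loss of FRET ratio relative to control wells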
H9c2 protect = protects H9c2 cardiomyocytes from peroxide injury; H2O2 injury protection, ATPLite, 2 h; protection from H2O2 cell death, % at 20 µM; 360,000 tested, 0.63% active;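 active = compounds giving at least 50% protection of heart cells from peroxide-induced death in the single-dose screen, raw or plate-pattern-corrected value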;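 note: 0% = DMSO wells with peroxide and 100% = DMSO wells without peroxide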
Starred values were filed as active, the others as inactive; ? = inconclusive; · = not tested or not shown. The order is random. Share with any hit: about 3.9%.

Every second line gives: m5-HT2A agonist, HIF-2a block, NR2E3 ag-1, PDI turbidity, CaV13 FRET inh, hiPSC survival, Shn3 3UTR inh, MITF TRPM1 inh, Peg3 promoter, NR2E3 ag-2, H9c2 protect
Cc1nc(SCc2cccnc2)[nH]c(=O)c1C
  4, -6, -35, 1, ·, -0.6, 17, -12, 7, 2, 14
CCNc1nc(SCC(=O)Nc2ccc(Cl)c(Cl)c2)nc(N2CCOCC2)n1
  8, 26, -7, -7, -3, -0.2, 53, -12, 18, 3, -8
O=C(Nc1ccc(Cl)c(Cl)c1)Nc1cc(C(=O)N2CCOCC2)ccc1N1CCCCC1
  3, 13, -1, -6, ·, 3.4, -1, 2, 9, 0, 0
CS(=O)(=O)NCc1nnc(SCc2c(F)cccc2Cl)o1
  7, -9, 1, 0, ·, -0.6, 7, 2, 5, 2, 5
COC(=O)c1[nH]c2cccc(OC)c2c1NC(=O)CN(C)CC1OCCO1
  3, 18, 6, 0, -5, -0.9, 13, 7, 19, 1, 2
COc1ccc(NS(=O)(=O)c2cc(S(C)(=O)=O)ccc2C)cc1
  0, 8, 21, -7, -3, 1.6, -18, 1, 1, 1, 7
O=C1N(CN2CCN(c3cccc(Cl)c3)CC2)c2ccccc2C12OCCCO2
  18*, -16, 1, 6, -4, 4.1, -5, 5, 4, -3, 15
CCn1nc(C)c(NC(=O)CC23CC4CC(CC(C4)C2)C3)c1C
  1, 13, -10, -1, -4, -1.1, 25, 5, 9, 5, -7
CCSc1ccc2nnc(-c3cccc(F)c3)n2n1
  4, -6, -24, 9, -11, 3.1, 52, -1, 12, 4, 17
Cc1ccc2nc(NCCCN3CCOCC3)c(C=NCCCN3CCOCC3)c(=O)n2c1
  -1, -29, -17, -3, ·, 3.1, -10, -21, -17, ·, 1
Cc1ccc(C)c(S(=O)(=O)N2CCCCC2CCNC(=O)C(=O)NCc2ccco2)c1 (centres undefined)
  -5, 20, 5, -4, -14, 0.1, 26, 24, 15, 0, -2
OCc1cn(-c2ccccc2)nc1-c1ccc(-c2nn(-c3ccccc3)cc2CO)cc1
  2, 11, 21, -2, ·, 1.3, 7, 9, 19, 0, 39
O=C(c1[nH]ncc1-c1cccc(Br)c1)C1CO1 (centres undefined)
  7, 39, 16, 4, -8, 2.3, 12, 17, 39, -1, 0
COc1ccc(C2CC(c3c(-c4ccccc4)c4cc(Cl)ccc4[nH]c3=O)=NN2S(C)(=O)=O)cc1 (centres undefined)
  0, 15, -1, -7, ·, 1.2, -6, 28, 9, 1, 10
O=C(CSC1=NS(=O)(=O)c2ccccc2N1)N1CCCCC1
  -2, 0, -6, -5, -7, 0.0, 8, -7, -2, -1, -2
CC#CCCCC(=O)Nc1ccc(C(=O)O)cc1
  -3, 12, 10, -1, -4, -2.2, 7, 3, 5, 0, 0
Cc1ccc(NC(=O)C2CCCN2C(=O)OCc2ccccc2)c(C)c1 (centres undefined)
  -1, 6, -12, 10, ·, 0.0, 11, -5, 0, -2, 11
O=C(Oc1cccc(/C=N/Nc2nc(Nc3ccccc3)nc(N3CCOCC3)n2)c1)c1ccco1
  -3, -138, 47, -1, -5, -2.9, 9, -93, -60, 1, 39
CCc1nnc(NC(=O)CSc2nnc(CNC(=O)c3ccccc3F)n2C)s1
  0, -3, -23, 4, -4, 0.2, 0, -6, 11, -2, 7
O=C(NNC(=O)c1ccccc1OCc1ccccc1)c1ccccc1O
  6, -45, -4, -4, ·, -0.4, 58, 17, 34, ·, 49
Cc1onc(-c2c(Cl)cccc2Cl)c1C(=O)NCc1cccs1
  2, 5, -31, -1, -3, 0.4, -21, 19, 11, 2, -2
O=C(c1cccc(C(F)(F)F)c1)N1CCCCCC1
  -1, 19, 6, 1, -8, 0.8, 5, -2, 5, 2, -1
c1ccc(OCCSc2nnnn2-c2ccccc2)cc1
  -9, -254, -130, -2, -4, -2.1, -140, -87, -261, 0, -16
Cc1cc(C)nc(NC(=S)Nc2cccc(F)c2)c1
  -1, -192, -61, -8, -5, -0.5, -12, -22, -133, 21*, -3
O=C(CC1CCCC1)Nc1nc2ccccc2[nH]1
  -8, -150, -100, -2, -3, -2.6, -31, -52, -230, -2, -4
CC(C)(C)N(CC#CCC(O)(c1ccccc1)c1ccccc1)CCO
  -6, 10, -29, 4, 7, 1.1, -1, -6, -4, 0, 2
CC(C)Cn1cnc2c(N)nc3ccccc3c21
  5, 0, 4, -4, -5, -2.3, 25, -1, 6, ·, -20
CCOC(=O)c1c(C)sc2c1N(C(C)=O)c1cc(Cl)ccc1S2
  -3, 29, -9, 1, -2, -1.8, 27, -11, 28, 2, -12
O=C1CCCN1CCCNc1nc(NCc2cccs2)nc2ccsc12
  1, 13, 1, -6, -5, 9.4, 21, ·, 21, ·, -13
COC(=O)[C@]1(C)N[C@H](CN(C)S(=O)(=O)c2ccc(OC)cc2)[C@@H]2C(=O)N(C)C(=O)[C@@H]21
  2, -3, -30, -10, -4, -1.5, -8, 10, -11, ·, 2

Exported field by field: 3 of the compounds above
> Cc1ccc2nc(NCCCN3CCOCC3)c(C=NCCCN3CCOCC3)c(=O)n2c1
- m5-HT2A agonist: -1
- HIF-2a block: -29
- NR2E3 ag-1: -17
- PDI turbidity: -3
- CaV13 FRET inh: ·
- hiPSC survival: 3.1
- Shn3 3UTR inh: -10
- MITF TRPM1 inh: -21
- Peg3 promoter: -17
- NR2E3 ag-2: ·
- H9c2 protect: 1

> Cc1ccc(C)c(S(=O)(=O)N2CCCCC2CCNC(=O)C(=O)NCc2ccco2)c1 (centres undefined)
- m5-HT2A agonist: -5
- HIF-2a block: 20
- NR2E3 ag-1: 5
- PDI turbidity: -4
- CaV13 FRET inh: -14
- hiPSC survival: 0.1
- Shn3 3UTR inh: 26
- MITF TRPM1 inh: 24
- Peg3 promoter: 15
- NR2E3 ag-2: 0
- H9c2 protect: -2

> OCc1cn(-c2ccccc2)nc1-c1ccc(-c2nn(-c3ccccc3)cc2CO)cc1
- m5-HT2A agonist: 2
- HIF-2a block: 11
- NR2E3 ag-1: 21
- PDI turbidity: -2
- CaV13 FRET inh: ·
- hiPSC survival: 1.3
- Shn3 3UTR inh: 7
- MITF TRPM1 inh: 9
- Peg3 promoter: 19
- NR2E3 ag-2: 0
- H9c2 protect: 39

(more compounds)
| molecule | m5-HT2A agonist | HIF-2a block | NR2E3 ag-1 | PDI turbidity | CaV13 FRET inh | hiPSC survival | Shn3 3UTR inh | MITF TRPM1 inh | Peg3 promoter | NR2E3 ag-2 | H9c2 protect |
| --- | --- | --- | --- | --- | --- | --- | --- | --- | --- | --- | --- |
| COC(=O)N/N=C/c1cn(Cc2ccccc2F)c2ccccc12 | -3 | 11 | 18 | 3 | -20 | 0.5 | 33 | 12 | -3 | 2 | -2 |
| COc1ccc(Cc2c(-c3ccc(Cl)cc3)nc3c(C)cc(Br)cn23)c(C)c1 | -7 | -18 | -54 | · | -5 | -0.8 | 0 | · | 20 | · | 2 |
| COc1ccc(CCNC(=O)CCC(=O)c2cccs2)cc1OC | 1 | 0 | -13 | -3 | -6 | -0.5 | -4 | -3 | -30 | -3 | -3 |
| C=C(C)C(=O)NC1=NN(c2ccccc2)C(=O)C1 | 7 | 7 | 0 | -5 | -5 | 2.1 | 2 | 11 | 3 | 1 | 4 |
| O=C(O)Cc1ccc(NC(=S)Nc2ccc(Br)cc2Cl)cc1 | 5 | 17 | 3 | 12 | -4 | 0.2 | -3 | -2 | 0 | 1 | -3 |
| O=C1N/C(=N/O)S/C1=C/c1cccnc1 | -2 | -21 | -19 | -2 | -3 | -1.7 | -28 | -9 | -6 | 1 | -4 |
| O=c1cc(N2CCOCC2)[nH]c(=O)n1C1CCCCC1 | 0 | 9 | -16 | -2 | · | 1.3 | 1 | 2 | -1 | 4 | 0 |
| Cc1oc(-c2cc(F)cc(F)c2)nc1CN1CCSCC1 | -5 | -8 | -12 | 0 | -3 | -0.4 | 2 | -4 | -18 | -4 | -5 |
| CC1=NN(C(=O)c2cccc(Cn3nc(C)c([N+](=O)[O-])c3C)c2)C(O)(C(F)(F)F)C1 (centres undefined) | -1 | 8 | -26 | 1 | -8 | -2.4 | 13 | 2 | 14 | 2 | 16 |
| CC(NC(=O)COC(=O)c1ccc[nH]c1=O)c1ccccc1 (centres undefined) | -4 | 13 | -20 | 2 | -6 | 3.2 | -34 | 2 | 1 | · | 4 |
| Cc1ccccc1-c1cc(C(=O)NCc2cccc(Br)c2)nn1CC1CC(c2cccc([N+](=O)[O-])c2)=NO1 (centres undefined) | -8 | 15 | -2 | 2 | -5 | -1.7 | 22 | 6 | 11 | · | 2 |
| CC(=O)N1c2ccc(S(=O)(=O)N3CCCC(C(=O)Nc4cccc(F)c4)C3)cc2CC1C (centres undefined) | -2 | 8 | -4 | · | ? | -0.7 | 29 | · | 28 | 2 | -17 |
| O=C(NCCc1c[nH]c2ccccc12)C(F)(F)C(F)F | 1 | -1 | -14 | -2 | -6 | 4.5 | -7 | 0 | -11 | 2 | -1 |
| Cc1nc2ccccn2c1/C(O)=C1\C(=O)C(=O)N(CCN(C)C)C1c1ccco1 (centres undefined) | 2 | 1 | -3 | 9 | -19 | -1.4 | -7 | -10 | 4 | 2 | 0 |
| Cc1nc2ccc(F)cc2cc1C(=O)Nc1ccc(Cl)c(Cl)c1 | -1 | 4 | 7 | 3 | -17 | 0.8 | 8 | 7 | 1 | 4 | -4 |

Records above that bear a hit mark in m5-HT2A agonist.
SMILES	m5-HT2A agonist	HIF-2a block	NR2E3 ag-1	PDI turbidity	CaV13 FRET inh	Shn3 3UTR inh	MITF TRPM1 inh	Peg3 promoter	NR2E3 ag-2
O=C1N(CN2CCN(c3cccc(Cl)c3)CC2)c2ccccc2C12OCCCO2	18*	-16	1	6	-4	-5	5	4	-3
